H9c2 TAG inh: triacylglycerol accumulation inhibition | H9c2 cells, Nile Red lipid (TAG) fluorescence; cells loaded with 200 µM oleic acid | inhibition, % at 12.5 µM | 230,000 tested, 0.66% active;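 active = pattern-corrected inhibition of lipid staining of at least 50% with the nuclear-stain viability signal not falling by more than 50%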;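 also: 0% = DMSO wells and 100% = triacsin C control wells; some results filed as inactive read as strong as hits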
H9c2 TAG inh DAPI viability: further read-out of H9c2 TAG inh, marked with its call; DAPI nuclei signal change (viability), lower = more cytotoxic, %;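 whole-well DAPI fluorescence read on a plate reader as a viability signal; minus 50 percent equals half of cells still viable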
* = called active by the depositor.

SMILES | H9c2 TAG inh | H9c2 TAG inh DAPI viability
CCOC(=O)c1c(NC(=O)C(C)Sc2cn(C)c3ccccc23)sc2c1CCC2 (stereo not given) | 4 | 1
NS(=O)(=O)c1ccc(CCn2c(=S)[nH]c3ccc(F)cc3c2=O)cc1 | 18 | -4
NC(=O)C1(N2CCCCC2)CCN(C(=S)Nc2ccc(S(N)(=O)=O)cc2)CC1 | 6 | 2
Cc1cccc(Cn2ccc(-c3ccc(Cl)cc3)c(C#N)c2=O)c1 | 3 | -5
COc1ccc(N2C(=O)C3CCCN3C2c2ccc(Cl)cc2)cc1 (stereo not given) | 1 | 13
NS(=O)(=O)c1ccc(NC(=O)CN2CCCN(S(=O)(=O)c3ccc(F)cc3)CC2)cc1 | 6 | -8
COc1ccc(C(=O)COC(=O)CCCN=C2NS(=O)(=O)c3ccccc32)c(OC)c1 | -12 | -4
COC(=O)C(CC(C)C)N(Cc1cc(OC)cc(OC)c1)S(=O)(=O)c1ccccc1Br (stereo not given) | -7 | -5
CC(=O)c1c(C)nc(-c2cccc([N+](=O)[O-])c2)n1O | 5 | 1
C=CCN(c1ccccc1)S(=O)(=O)c1cccc(C(=O)Nc2ccc(N3CCOCC3)cc2)c1 | 1 | 6
N#CC1=C(SCc2ccccc2)NC(=O)CC1c1ccccc1 (stereo not given) | -24 | 2
C=CCn1c(=S)[nH]c2cc(C(=O)N3CCN(c4ccccc4OC)CC3)ccc2c1=O | 5 | -3
CCC/C(=N\NC(=O)c1ccccc1C)c1ccccc1 | 8 | 17
CCOC(=O)c1oc2c(C)c(O)ccc2c(=O)c1-c1nncn1-c1ccccc1 | 6 | 7
COc1ccc(CCNC(=O)CSc2nnc(CNC(=O)c3ccco3)o2)cc1OC | -18 | 12
CCC(C)Sc1ccc([C@@H]2[C@@H]3C(=O)N(C)C(=O)[C@@H]3[C@]3(C(=O)OC)CCCCN23)cc1 (stereo not given in full) | 6 | -5
CCN(CC)c1ccc(S(=O)(=O)N(CC)CC)cc1NC(=O)C1CCCC1 | 3 | 7
CN(Cc1ccc(F)cc1)C(=O)CNC(=O)C1CCCCC1 | 1 | 1
Cc1cc(C)cc(NC(=O)C2CCN(S(C)(=O)=O)CC2)c1 | 0 | 4
CC(C)NC(=O)c1cc(C2CCCCN2C(=O)CCCc2ccccc2)on1 (stereo not given) | -2 | -7
O=C(CNCCC1=CCCCC1)Nc1ccc(N2CCCCCC2)cc1 | 29 | 1
CC(O)(c1ccc(F)c(F)c1)c1nc(-c2cccc(F)c2)cs1 (stereo not given) | -15 | 8
CCOC(=O)c1ccc(NC(=O)CC2NCCNC2=O)cc1 (stereo not given) | -8 | 10
O=C(Nc1ccccc1)N1CCC(C(=O)N2CCN(c3ccccc3F)CC2)CC1 | -8 | 6
CC(C)c1nc(N2CCOCC2)c(C#N)c2c1CCCC2 | 0 | -6
CN(C)CCNc1ncnc2c1ncn2[C@H]1CN(Cc2ccc3c(c2)OCO3)C[C@@H](CO)O1 | 13 | -3
O=C(NC(=S)N(Cc1ccccc1)Cc1ccccc1)c1ccccc1F | -1 | 3
C[C@H](NC(=O)c1[nH]cnc1C(=O)Nc1ccccc1)c1ccccc1 | 8 | 5
O=C(c1ccc2ccccc2n1)N1CCN(S(=O)(=O)c2ccccc2)CC1 | -4 | -3
CCCn1c2ccc(/C(C)=N\O)cc2c2cc(/C(C)=N/O)ccc21 | 4 | 25
CC[C@@H](C)[C@@H]1CN([C@@H](CN2CCC[C@H]2CN2C(N)=NC[C@H]2CC(C)C)C(C)C)C(=N)N1CCc1ccc(Cl)c(Cl)c1 | -3 | 34
Cc1[nH]n(-c2ccc(Cl)cc2)c(=O)c1C(=O)c1ccccc1 | 3 | -7
CN(CC(=O)Nc1ccc(F)cc1)C(=O)c1ccncc1 | 1 | 3
C#CCN(C[C@@H]1[C@@H](OC(=O)NCC2CCCCC2)[C@@H](OC(=O)NCC2CCCCC2)Cn2c(=O)ccc(=O)n21)S(=O)(=O)c1ccc(C)cc1 | 57 | -59
CN(CC(=O)Nc1ccccc1Cl)C(=O)CCSc1ccc(F)cc1 | 9 | -7
Cc1ncc(CO)n1Cc1ccc(Cl)cc1 | 7 | 9
O=C(OCC(=O)N1CCCc2ccccc21)c1cc(S(=O)(=O)N2CCOCC2)ccc1Cl | 2 | -4
COc1cccc(/C=N/n2c(C)nc3ccccc3c2=O)c1O | 3 | -10
O=C(OC1CCOC1=O)c1ccc(S(=O)(=O)N2CCCCCC2)cc1 (stereo not given) | -12 | 8
CCN(CC(=O)NCC(=O)Nc1cccc(C)c1C)Cc1ccccc1 | 6 | -4
c1ccc(Cc2nc3ccccc3s2)cc1 | -8 | 1
CC(C)N1CCN(Cc2cccc3nonc23)CC1CCO (stereo not given) | 7 | 9
Cn1c(=O)cc(SCC(=O)NCCCN2CCN(c3ccccc3F)CC2)c2ccccc21 | 5 | 12
CSCC(=O)N1CCCC(CNC(=O)c2ccc(-c3ccccc3)cc2)C1 (stereo not given) | -9 | 0
COc1ccccc1N1CCN(C(=O)[C@@H]2CCCN2C2=NS(=O)(=O)c3ccccc32)CC1 | -1 | 1
O=C(COc1ccc(F)cc1)N/N=C/c1cccc2cccnc12 | -5 | -11
O=C(CN1C(=O)COc2ccc(Cl)cc21)Nc1ccccn1 | -9 | 6
CCC(NS(=O)(=O)c1ccc2c(c1)Cc1cc(S(=O)(=O)NC(CC)C(=O)O)ccc1-2)C(=O)O (stereo not given) | 5 | 0
Cc1cc(C)c(C)c(S(=O)(=O)N2CCC(C(=O)Nc3ccncc3)CC2)c1C | 5 | 1
CCOc1cc(/C=C/C(=O)N(CC)CC(=O)NCc2cccs2)cc(Cl)c1OC | 39 | 0
O=C(NCCCl)C1Cc2c(ccc3ccccc23)O1 (stereo not given) | -4 | 0
CCOC(=O)N1CCN(C(=O)CN(C2CCCCC2)S(=O)(=O)c2c(C)cc(C)cc2C)CC1 | 12 | -2
Cc1nc(N2CCOCC2)nc(N2CCCCC2C)c1[N+](=O)[O-] (stereo not given) | 11 | -7
CCOC(=O)C1CCCN(C(=O)c2ccc(NS(=O)(=O)c3ccc4[nH]c(=O)[nH]c4c3)cc2)C1 (stereo not given) | 14 | -6
CCN(CC)CCn1c2c(c(SCC(=O)Nc3ccc4c(c3)OCCO4)nc1=O)CCCC2 | 13 | -4
Cc1ccc(CCNC(=O)C2CCC(=O)N(Cc3ccccc3F)C2)o1 (stereo not given) | 10 | -1
Cc1nc2cc(N)ccc2n1-c1ccccc1 | 6 | 4
CN(C)c1ncnc2c1NC1=C(S2)C(=NCCCC(=O)O)CC(C)(C)C1 | 14 | -4
CN(CC(=O)NCc1ccco1)S(=O)(=O)c1cccc2cccnc12 | 9 | -8
Cc1ccc(CN2CC(C(=O)N3CCN(S(=O)(=O)c4cccc(F)c4)CC3)CC2=O)cc1 (stereo not given) | -2 | 2
Later entries:
SMILES | H9c2 TAG inh | H9c2 TAG inh DAPI viability
Cc1cc(C)nc(SCC(=O)NCC2COc3ccccc3O2)n1 (stereo not given) | -16 | 5
Cc1ccc(S(=O)(=O)/N=C(/c2ccc(F)cc2)N2CCOCC2)cc1 | 16 | 0
CC1(C)Cc2nc(Cl)c(C(N)=O)cc2CO1 | -5 | 3
Cc1ccc(C)c(N(C)S(=O)(=O)c2cccc3nsnc23)c1 | 7 | -2
Cc1ccc(NC(=O)CN(C)C(=O)c2cc3c(s2)CCCCC3)cc1 | 1 | 4
COc1ccc(-n2nc3ccccc3n2)cc1 | 10 | -18
COC(=O)c1ccccc1N=Nc1c(C)noc1C | 12 | -11
O=C(/C=C/c1ccccc1[N+](=O)[O-])NNC(=O)c1ccncc1 | 7 | 1
COc1cc(OC)c(CNC2CCCCCC2)cc1Br | -8 | 8
CC1C2NC(=O)N(Cc3ccccc3)C1(C)Oc1ccccc12 (stereo not given) | 2 | -5
Cc1ccc(C(=O)OCC(=O)Nc2cccc(Br)c2)s1 | -10 | 7
CC(OC(=O)c1snc(C(=O)NC2CCCCC2)c1N)C(=O)NC(C)(C)C (stereo not given) | 2 | -10
COc1ccc(/C=N/n2c(=O)[nH]c3c([nH]c4ccc(Cl)cc43)c2=O)cc1CN1CCCCC1 | 4 | 1
CSc1ccc(Cl)c(C(=O)Nc2nccs2)c1 | 5 | 1
CC1CCC(NC(=O)CSc2nncn2C)CC1 (stereo not given) | 5 | 1
O=C(C[C@@H]1C/C=C\C[C@H](Cc2ccc(F)cc2)C(=O)OCCNC1=O)N[C@H](CO)Cc1ccccc1 | 3 | 0
CN(CC(=O)NCCc1ccc(F)cc1)Cc1cccs1 | 0 | -7
O=C(N/N=C/c1ccc(O)c(O)c1)C1c2ccccc2Oc2ccccc21 | -16 | -2
COc1ccc(N2CCN(S(=O)(=O)CCNC(=O)c3ccc4c(c3)OCO4)CC2)cc1 | -1 | -3
CC(Oc1ccc(Br)cc1)C(=O)NC1CCCCCC1 (stereo not given) | -7 | 4
CCOC(=O)C1=C(C)Nc2ccccc2S1 | 15 | 1
CC(C)=NNC1=NC(C)(C)Cc2ccccc21 | -4 | 11
NC(=O)CN1C(=O)C2C3c4ccccc4C(c4ccccc43)C2C1=O (stereo not given) | -4 | 7
CCn1c(SCC(=O)c2ccc(C)cc2)nnc1-c1ccoc1C | -16 | -13
O=C(NCc1ccccc1Cl)C1CCC(=O)N(CC2CCCCC2)C1 (stereo not given) | 2 | 3
CCSc1n[nH]c(=S)s1 | -10 | 4
O=C(N/N=C1\CCCc2ccccc21)c1ccccc1[N+](=O)[O-] | 11 | -3
COc1cccc(CN2CC(C(=O)NCCc3cn4cccnc4n3)CCC2=O)c1 (stereo not given) | 14 | 1
CC(=O)CCc1ccc(OCCCCN2CCC(Cc3ccccc3)CC2)cc1 | -8 | 27
CCc1ccc(Nc2n[n+](-c3ccccc3)c(-c3cc(OC)c(OC)cc3Br)s2)cc1 | -5 | 5
Cc1nc(-c2ccc(Cl)cc2)sc1C1(C)CC(c2cccc([N+](=O)[O-])c2)=NO1 (stereo not given) | 10 | 9
COc1ccc(CCN2CC(C(=O)NCC(=O)Nc3ccc(F)c(F)c3)CC2=O)cc1OC (stereo not given) | 4 | 6
Cc1ccc(-n2c(=O)[nH]c3cc(C(=O)NC4CCN(Cc5ccccc5)CC4)ccc3c2=O)cc1 | 75* | -20*
Cc1ccc(S(=O)(=O)N(C)CC(=O)Nc2ccncc2)cc1 | -8 | -1
CCN1C(=O)CSC1=Nc1ccc(C(=O)OC)cc1 | 2 | -5
O=S(=O)(NCC(c1ccc2c(c1)OCO2)N1CCOCC1)c1ccc(Br)cc1 (stereo not given) | 10 | -7
COC(=O)c1ccc(CSc2cc(C)c3cc(C)cc(C)c3n2)o1 | -3 | 5
O=C1NC(=Nc2cccnc2)S/C1=C\c1cccc(F)c1 | -4 | 0
CC1CCCC(NC(=S)NC(=O)c2ccco2)C1C (stereo not given) | -1 | 0
O=C(NCCCN1CCOCC1)c1ccc(-n2nc(C(F)(F)F)cc2-c2cccs2)cc1 | 43 | -12
COc1ccc(-c2ccc(C(=O)Nc3cccc(C(F)(F)F)c3)c3occc23)c(C)c1 | 35 | -2
CC(C)C(c1nnnn1C(C)(C)C)N1CCOCC1 (stereo not given) | 5 | -4
Oc1ccc(C=Nc2ccc(N3CCOCC3)cc2)c(O)c1 | -7 | 11
CC(C)COC(=O)N1CCCCC1c1cc(C(=O)NCc2ccc(F)cc2)no1 (stereo not given) | 6 | -10
NC(=O)C1CCN(c2nc(-c3cccc(Cl)c3)cs2)CC1 | 10 | -4

Already shown: entries from further up.
SMILES | H9c2 TAG inh | H9c2 TAG inh DAPI viability
Oc1ccc(C=Nc2ccc(N3CCOCC3)cc2)c(O)c1 | -7 | 11
CC(C)COC(=O)N1CCCCC1c1cc(C(=O)NCc2ccc(F)cc2)no1 (stereo not given) | 6 | -10
NC(=O)C1CCN(c2nc(-c3cccc(Cl)c3)cs2)CC1 | 10 | -4

(more compounds)
SMILES | H9c2 TAG inh | H9c2 TAG inh DAPI viability
CC1CCCC(NC(=O)COC(=O)c2cc3ccccc3oc2=O)C1C (stereo not given) | 13 | 1
O=C(O)c1ccccc1C(=O)Nc1ccc(Br)c2cccnc12 | 7 | 5
Cc1cnc(NC(=O)c2sc(Nc3ccccc3)nc2N)o1 | 19 | 11
CC(=O)NCC(=O)N(C)C(C(=O)Nc1ccc2c(c1)OCCO2)c1ccc(C)cc1 (stereo not given) | -4 | -6
COc1ccc(NC(=O)CSCC(=O)Nc2sccc2C#N)cc1 | 0 | 6
CN1CCN(/N=C/c2ccc(-c3ccc([N+](=O)[O-])cc3Cl)o2)CC1 | -29 | 9
C/C(=N\NC(=O)C(O)c1ccccc1)c1ccc(C)s1 (stereo not given) | -1 | 4

Gathered by group, the entries above containing an aryl thioether with sulfur outside any ring
SMILES | H9c2 TAG inh | H9c2 TAG inh DAPI viability
CCOC(=O)c1c(NC(=O)C(C)Sc2cn(C)c3ccccc23)sc2c1CCC2 (stereo not given) | 4 | 1
COc1ccc(CCNC(=O)CSc2nnc(CNC(=O)c3ccco3)o2)cc1OC | -18 | 12
CCC(C)Sc1ccc([C@@H]2[C@@H]3C(=O)N(C)C(=O)[C@@H]3[C@]3(C(=O)OC)CCCCN23)cc1 (stereo not given in full) | 6 | -5
CN(CC(=O)Nc1ccccc1Cl)C(=O)CCSc1ccc(F)cc1 | 9 | -7
Cn1c(=O)cc(SCC(=O)NCCCN2CCN(c3ccccc3F)CC2)c2ccccc21 | 5 | 12
CCN(CC)CCn1c2c(c(SCC(=O)Nc3ccc4c(c3)OCCO4)nc1=O)CCCC2 | 13 | -4
Cc1cc(C)nc(SCC(=O)NCC2COc3ccccc3O2)n1 (stereo not given) | -16 | 5
CSc1ccc(Cl)c(C(=O)Nc2nccs2)c1 | 5 | 1
CC1CCC(NC(=O)CSc2nncn2C)CC1 (stereo not given) | 5 | 1
CCn1c(SCC(=O)c2ccc(C)cc2)nnc1-c1ccoc1C | -16 | -13
CCSc1n[nH]c(=S)s1 | -10 | 4
COC(=O)c1ccc(CSc2cc(C)c3cc(C)cc(C)c3n2)o1 | -3 | 5

These rows are one share of the data. The share of hits here may be higher or lower than overall.
